# D2 ag = agonists of human D2 dopamine receptor | AID 485358 | activation, % at 2 µM | P14416 | HEK293 T-REx D2 cells, calcium flux agonist mode | hit rate 0.53% among 340,000;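 active means activation over 3 SD above normal in the single-dose calcium agonist read, cut at about 30% in these data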; further: 0% is about no effect
#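 Agonism is scored from calcium flux in a force-coupled, inducible HEK293 cell line expressing D2, read kinetically for 180 s after compound addition against dopamine controls.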
# Pin1 inhibitor = inhibitors of human Pin1; Pin1 FP peptide displacement, HiFluor488, 10 min; AID 504891; Potency, µM (titrated, usually from 115 µM), without a hit: at the highest dose activity, negative = inhibition, most hits filed as inhibitors; hit rate 0.009% among 390,000; active means well fitted inhibition curve with a large enough effect in the polarisation, with a control signal flat, not every such curve was filed as active; inconclusive means small, poorly fitted or top-dose-only effect, or effect the other way, or a change in a side signal; inactive means no such curve, though single readings can be large or run the other way; the % refers to the polarisation; further: potency means the concentration at half of the fitted maximal effect; on the % scale 0 is the no-effect control and ±100 the full control effect
# Target sequence (Q13526 whole entry, looked up): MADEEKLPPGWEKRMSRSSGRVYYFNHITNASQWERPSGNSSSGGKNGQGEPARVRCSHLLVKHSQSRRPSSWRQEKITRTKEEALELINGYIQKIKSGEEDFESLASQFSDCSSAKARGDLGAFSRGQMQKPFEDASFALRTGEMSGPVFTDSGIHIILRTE
# TRHR ag = agonists of human TRH receptor; P34981; TRHR cells, calcium flux fluo-8, FDSS agonist mode; activation, % at 2 µM; hit rate 0.18% among 360,000; AID 493084; in the data active means activation above about 30%; further: 0% is about no effect
# Target sequence (P34981 whole entry, looked up): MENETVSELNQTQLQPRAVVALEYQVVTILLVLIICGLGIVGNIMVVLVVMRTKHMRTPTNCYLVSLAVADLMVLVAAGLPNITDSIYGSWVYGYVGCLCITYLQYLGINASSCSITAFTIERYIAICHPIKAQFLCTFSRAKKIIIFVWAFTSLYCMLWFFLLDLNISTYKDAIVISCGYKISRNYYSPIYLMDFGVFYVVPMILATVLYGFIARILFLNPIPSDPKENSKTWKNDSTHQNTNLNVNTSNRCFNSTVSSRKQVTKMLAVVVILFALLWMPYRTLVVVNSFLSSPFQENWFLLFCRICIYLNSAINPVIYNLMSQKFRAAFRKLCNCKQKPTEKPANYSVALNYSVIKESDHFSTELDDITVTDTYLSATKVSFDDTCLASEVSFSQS
#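 Agonist-mode FDSS calcium read (Ex 480/Em 530, 1 s cycles) in 1536-well TRHR cells with fluo-8 dye, after 10-cycle baseline and 23 nL compound addition; TRH at EC20 (10 nM final) added afterwards for the enhancer phase.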
# TrxR1 substrate = rat thioredoxin reductase 1 substrate activity; hit rate 0.01% among 390,000; purified TrxR1 substrate turnover, NADPH consumption readout; AID 588456; Potency, µM (highest dose often 114 µM), inactives show top-dose activity change, negative = substrate turnover; O89049; further: potency means the concentration at half of the fitted maximal effect; on the % scale 0 is the no-effect control and ±100 the full control effect; nearly all actives have a fitted effect of over 50% in size
# Target sequence (O89049 whole entry, looked up): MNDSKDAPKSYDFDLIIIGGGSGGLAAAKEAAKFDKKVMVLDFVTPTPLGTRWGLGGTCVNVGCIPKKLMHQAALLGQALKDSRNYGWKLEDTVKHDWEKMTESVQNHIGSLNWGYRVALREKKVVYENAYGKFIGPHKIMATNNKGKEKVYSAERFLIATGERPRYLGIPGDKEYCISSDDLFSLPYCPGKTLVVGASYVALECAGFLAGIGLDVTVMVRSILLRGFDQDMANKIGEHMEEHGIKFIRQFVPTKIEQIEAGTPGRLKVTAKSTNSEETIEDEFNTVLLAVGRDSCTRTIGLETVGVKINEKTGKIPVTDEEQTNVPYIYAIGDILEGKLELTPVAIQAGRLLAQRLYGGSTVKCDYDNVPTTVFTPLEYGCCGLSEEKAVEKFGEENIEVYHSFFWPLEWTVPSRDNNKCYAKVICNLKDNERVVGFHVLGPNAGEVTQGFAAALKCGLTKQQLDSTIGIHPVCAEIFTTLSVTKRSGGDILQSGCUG
#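 Rat TrxR1, dispensed at 90 nM, was prereduced with 400 uM NADPH (final) for 5 min at ~22 deg C, then incubated with compound 15 min before 400 uM selenite. A first-read NADPH fluorescence drop versus no-compound background flagged substrates.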
# TrxR1 inh = rat TrxR1 inhibition; O89049; recombinant rTrxR1, NADPH fluorescence consumption, selenite substrate; Potency, µM (highest dose often 114 µM), for the others: at the highest dose activity change, negative = inhibition, hits mostly inhibitors; hit rate 1% among 390,000; further: potency means the concentration at half of the fitted maximal effect; on the % scale 0 is the no-effect control and ±100 the full control effect; nearly all actives have a fitted effect of over 65% in size
#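 Rat TrxR1 (90 nM in the dispensed reagent) was pre-reduced with 400 uM NADPH for 5 min at room temperature, then incubated with compound for 15 min. After 400 uM selenite was added, NADPH fluorescence (Ex 340/Em 450 nm) was followed for 8 min.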
# USP1-UAF1 inh = blocks the human USP1/UAF1 deubiquitinase complex; O94782; Potency, µM (top dose mostly 57.1 µM), without a hit: at the highest dose activity change, negative = inhibition, usual class: inhibitors; AID 743255; recombinant USP1/UAF1, Ub-Rhodamine cleavage fluorescence; hit rate 0.23% among 390,000; further: potency means the concentration at half of the fitted maximal effect; on the % scale 0 is the no-effect control and ±100 the full control effect; nearly all actives have a fitted effect of over 60% in size; inactives centre near -12
#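 USP1/UAF1 complex (1 nM) preincubated 15 min at room temperature with compound, then Ub-Rho substrate (150 nM final) added. Kinetic fluorescence at 480/540 nm over 6 reads at 60 s intervals; 50 mM HEPES pH 7.8, 0.5 mM EDTA, 0.1 mg/ml BSA, 1 mM TCEP, 0.01% Tween-20.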
# TRHR PAM = allosterically enhances the human TRH receptor. AID 493056. P34981. hit rate 0.66% among 360,000. enhancement, % at 2 µM. TRHR cells, fluo-8 calcium fluorescence, EC20 TRH enhancement; in the data active means enhancement above about 30%; further: 0% is about no effect
#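 TRHR-expressing cells loaded with fluo-8 calcium dye were read kinetically (ex 480/em 530) during compound addition, then stimulated with an EC20 of TRH (10 nM final). Enhancement of the Gq-mediated intracellular calcium response was scored.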
# D2 antagonist = antagonizes the human D2 dopamine receptor; P14416; HEK293 TREx D2 cells, calcium flux, dopamine EC80; inhibition, % at 10 µM; hit rate 2% among 340,000; in the data active means inhibition above about 30%; further: 0% is about no effect
#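 HEK293 T-REx D2 cells, tet-induced, calcium dye no-wash. Cpd pintool add, 180 s kinetic, then EC80 DA, 180 s kinetic. Ca flux read.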
# IDH1 R132H inh = human IDH1 R132H inhibition; O75874; IDH1-R132H enzyme, NADPH consumption, diaphorase/resazurin fluorescence; Potency, µM (series often up to 76.6 µM), for inactives: top-dose activity change, negative = inhibition, actives largely listed as inhibitors; hit rate 0.093% among 390,000; AID 602179; further: potency means the concentration at half of the fitted maximal effect; on the % scale 0 is the no-effect control and ±100 the full control effect; nearly all actives have a fitted effect of over 65% in size
#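 IDH1-R132H (0.5 ug/mL) preincubated 30 min with compound, then NADPH (0.016 mM) and alpha-KG (2 mM) added; 80 min at RT, pH 7.5. Remaining NADPH coupled via diaphorase/resazurin to fluorescence (540/590 nm); concentration-response curves normalized to no-enzyme control.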
# Numbers without * were called inactive; ? = inconclusive; nt = no result given; & = joins results of further samples; [ ] = remark or other dose. Unless noted, the call rests on the fitted dose curve; in most records, active means well fitted inhibition curve with a large enough effect; inconclusive means small, poorly fitted or top-dose-only effect; inactive means no such curve, though single readings can be large or run the other way.
SMILES,D2 ag,Pin1 inhibitor,TRHR ag,TrxR1 substrate,TrxR1 inh,USP1-UAF1 inh,TRHR PAM,D2 antagonist,IDH1 R132H inh
COc1ccccc1NC(=O)Cn1c(=O)n(-c2cccc(C)c2)c(=O)c2c1c1cc(C)ccc1n2C,-0.6,1%,-0.5,5%[57.1 µM],27%[57.1 µM],-6%,-1,nt,-2%
COCc1ccc(C(=O)N2CCCC(C(=O)c3cccc(C(F)(F)F)c3)C2)o1 (centres undefined),0.9,2%,-0.5,1%,?,0%,2,25,0%
O=C(Cn1c(=O)c2sccc2n(CC(=O)Nc2ccc(Cl)cc2Cl)c1=O)NCCc1ccccc1,3.0,1%,-1.2,11%,39%[activator],-21%,5,nt,7%
Cc1nc(Cl)c(C#N)c2c1CCCC2,-0.1,-5%,0.2,1%[57.1 µM],25%[57.1 µM],-14%,1,2,8%
COCc1cc(C)nc2sc(C(=O)Nc3cccc(OC)c3)c(N)c12,-0.2,0%,-0.4,3%,22%,-28%,-10,12,4%
COc1ccc(Cc2nc3ccc(C(=O)NC4CCOC4)cc3o2)cc1 (centres undefined),2.1,-1%,1.8,6%,18%,-20%,3,0,1%
COCCn1c(C)cc(C2=NNC(=Nc3ccc(OC)cc3)SC2)c1C,0.1,1%,-1.9,10%[57.1 µM],11%,-22%,-1,26,1%
N#CCC(=O)Nc1ccc(C(=O)OCC(=O)N(C2CCCCC2)C2CCCCC2)cc1,0.7,65%[activator],1.7,-1%,13%,-17%,-1,-22,-5%
O=C(NCCNC(=O)c1cccs1)c1ccco1,0.1,-12%,0.5,-1%,-7%,-8%,-5,26,6%
COCCCn1c(SCc2ccc(OC)cc2)nc2cc(OC)c(OC)cc2c1=N,nt,0%,-0.8,-5%,-6%,-17%,-1,nt,7%
COC(=O)c1sc(-c2ccccc2)cc1NC(=O)C1CC1,0.2,-7%,0.6,21%,23%[57.1 µM],-18%,0,7,3%
CC(=O)CSc1nnc(NC(=O)CCc2ccccc2)s1,0.4,14%,-0.4,0%,-3%,-12%,22,-10,3%
COc1ccc(OC)c(-c2c[n+](=O)c3c(n2[O-])CCCC3)c1,0.1,-4%,-0.1,-1%,7%,-5%,2,1,3%
Cc1cccn2c(=O)nc(SCC(=O)N3CCCCCC3)nc12,0.3,-4%,0.2,9%[57.1 µM],14%[57.1 µM],-15%,-10,31*,-6%
CC(C)OCCCNc1nc2c(cnn2C)c(=O)[nH]1,nt,1%,nt,-7%[57.1 µM],11%[57.1 µM],?,nt,nt,4%
O=C(Nc1ccc(-c2cn3ccccc3n2)cc1)c1ccco1,1.9,-6%,0.0,-10%,?,-5%,-3,-6,7%
COc1ccc(N(C)C2=NS(=O)(=O)c3ccccc32)cc1,-0.9,-7%,-0.8,0%,-3%,-2%,-5,9,7%
CC(Oc1ccc2c(-c3ccccc3)cc(=O)oc2c1)C(=O)NC(Cc1c[nH]c2ccccc12)C(=O)O (centres undefined),nt,?,nt,-6%,0%,?,nt,nt,-20%
CCOc1ccccc1NC(=O)NC1(C(=O)N2CCN3CCCC3C2)CCCCC1 (centres undefined),1.2,-2%,0.0,2%,1%,0%,1,-13,-5%
Cc1ccc(C(=O)c2c[nH]c3c(F)cc(F)cc3c2=O)cc1,-1.2,0%,-1.9,-18%,-20%,-7%,2,10,-3%
COC(=O)c1ccccc1N1C(=O)C2C(C1=O)C1C=CC2C12CC2 (centres undefined),0.4,2%,0.5,-14%,-20%,7%,-3,-3,-6%
NC(=O)c1ccc(Oc2cccc3cccnc23)c([N+](=O)[O-])c1,1.1,-11%,0.9,7%[57.1 µM],-126%,-5%,3,-12,1%
C#CCOCCOCCOCCNc1nc(N2CCN(C(=O)[C@H]([C@@H](C)CC)n3cc(CCCN=C(N)N)nn3)CC2)nc(N2CCN(C(=O)[C@H]([C@@H](C)CC)n3cc(CCCN=C(N)N)nn3)CC2)n1,0.4,nt,0.3,nt,nt,nt,-2,18,nt
CCOC(=O)c1ccc(NC(=O)CSc2nncn2-c2cccnc2)cc1,0.4,27%,1.0,-6%,-7%,-6%,-1,-3,-4%
O=C(Nc1ccc(O)cc1)c1cc(S(=O)(=O)N2CCCC2)ccc1Cl,0.4,-9%,0.7,2%,6%,-20%,1,-7,-5%
COc1ccccc1CNC(=O)COC(=O)c1cccc(S(=O)(=O)N2CCCC2)c1,-0.2,?,-0.6,-2%,-4%,-11%,2,-38,5%
COc1ccc2c(c1)CC(C(=O)NCCCN1CCN(c3cccc(Cl)c3)CC1)CO2 (centres undefined),26,67%[activator],0.2,0%[57.1 µM],13%[57.1 µM],-9%,0,nt,0%
COC(=O)c1ccccc1NC(=O)CN1CCN(C23CC4CC(CC(C4)C2)C3)CC1,1.4,-9%,0.3,14%,37%[activator],2%,-2,72*,3%
S=c1nc(C2CC2)[nH]c2ccccc12,-0.1,-18%,0.9,1%,-19%,-13%,5,5,-1%
[O-][n+]1onc2c1CCc1c-2nc(-c2ccccc2)n1OCc1ccccc1,0.7,-2%,0.4,-3%,30%,-20%,-5,-1,0%
Cc1ccc(C)c(N=Nc2ccc(O)c3ncccc23)c1,-0.4,0%,-0.2,-10%,0%,-4%,7,-8,0%
CC(CCN1CCN(c2ccc(F)cc2)CC1)c1ccccc1 (centres undefined),1.5,1%,0.7,-9%[57.1 µM],21%[2.29 µM],-10%,1,88*,3%
CCN(CC)C(=O)c1cn(CCC#N)nc1-c1ccc2ccccc2c1,-0.1,2%,-0.4,-9%[57.1 µM],7%[57.1 µM],-16%,7,-7,2%
CCCC(=O)Oc1c(S(=O)(=O)c2ccc(C)cc2)c(C)nn1C(C)(C)C,5.9,-2%,2.5,-7%,-10%,-21%,5,-16,3%
O=C(CCCNC(=O)/C(=C\c1ccccc1F)NC(=O)c1ccccc1)OCc1ccccc1,-0.8,-6%,0.1,-3%,20%,-13%,-11,0,-1%
Cc1ccc2nc(-c3ccc(O)cc3)c(Nc3ccc4c(c3)OCO4)n2c1,-0.3,-2%,-1.1,45%[activator],21%,?,1,nt,-8%
CCOC(=O)c1cccc(NC(=O)CSc2nnnn2C)c1,0.4,1%,-0.1,-7%,-3%,-4%,0,-4,-3%
COC(=O)c1ccc2c(=O)n(CCCCCC(=O)NCc3ccccc3)c(=O)[nH]c2c1,-1.6&0.5,11%&3%,-0.1&1.0,1%[57.1 µM],15%[57.1 µM],-7%&-7%,2&2,0,9%&9%
Cc1ccc(NC(=O)C(C)c2cccc(C(=O)c3ccccc3)c2)cc1O (centres undefined),-0.2,3%,-0.1,-8%[57.1 µM],10%[57.1 µM],-23%,-4,9,4%
CCOc1ccccc1CNC(=O)C1CCCN(c2nn3c(=O)cc(C)nc3s2)C1 (centres undefined),0.0,2%,-0.2,-10%,-9%,-21%,-4,1,-1%

# The closing 2 records of the section before come first, to join the parts.
SMILES,D2 ag,Pin1 inhibitor,TRHR ag,TrxR1 substrate,TrxR1 inh,USP1-UAF1 inh,TRHR PAM,D2 antagonist,IDH1 R132H inh
Cc1ccc(NC(=O)C(C)c2cccc(C(=O)c3ccccc3)c2)cc1O (centres undefined),-0.2,3%,-0.1,-8%[57.1 µM],10%[57.1 µM],-23%,-4,9,4%
CCOc1ccccc1CNC(=O)C1CCCN(c2nn3c(=O)cc(C)nc3s2)C1 (centres undefined),0.0,2%,-0.2,-10%,-9%,-21%,-4,1,-1%
Cc1cc(OCC(=O)Nc2ccc(F)c(F)c2)nc(C(C)C)n1,0.5,-11%,0.6,9%,10%,-13%,-1,7,-1%
O=C(c1cccc(Cl)c1)N1CCN(c2ncnc3c2cnn3-c2ccccc2)CC1,nt,8%,-0.2,-2%,15%,-4%,-7,nt,7%
CCOc1ccc(C(=O)CN2CCN(S(=O)(=O)c3ccc(Br)cc3)CC2)cc1,-1.2,-1%,-0.4,-10%,?,-18%,14,0,1%
CCC(=O)Nc1nnc(S(=O)(=O)N(C)Cc2ccc(Cl)cc2)s1,-0.5,0%,0.0,3%,32%,?,1,nt,20%
CCCOc1ccc2c(C)c(CC(=O)OC)c(=O)oc2c1,0.5,5%,-0.2,97%[activator][57.1 µM],21%[57.1 µM],-20%,5,-9,7%
CN(C)/C=C(/C#N)C(=O)c1cccc(Oc2ccc(C(C)(C)C)cc2)c1,0.4,-16%,-0.1,9%,34%,-16%,10,10,14%
N#Cc1c(/N=C/c2ccccc2)oc(-c2ccccc2)c1-c1ccccc1,-0.3,-3%,-0.4,59%[activator],21%,-19%,1,-3,0%
COc1cc2c(=O)n(Cc3ccccc3Cl)c(=O)n(CC(=O)Nc3ccc(C)c(C)c3)c2cc1OC,0.4,5%,0.7,3%,12%,-22%,-3,nt,-8%
CCOC(=O)c1[nH]c(C)c(C(=O)NC(C)(C)C)c1C,0.0,0%,0.0,-8%,-6%,-26%,0,-25,-1%
COC(=O)c1ccc(-c2ccco2)n1Cc1cccc(C)c1,-0.2,30%,-0.2,7%,?,-23%,-1,-3,0%
CCN(C(=O)CN1CCC(C)CC1)c1c(N)n(Cc2ccccc2)c(=O)[nH]c1=O,0.2,8%,0.4,-10%,-11%,-1%,-5,16,4%
Cc1ccc(NC(=O)c2cnc(N3CCCC3)nc2C)cc1F,1.4,-7%,-0.5,10%[57.1 µM],21%[57.1 µM],?,6,nt,nt
CCCCn1c(N)c(N(CCOC)C(=O)CSc2n[nH]c(-c3ccc(OC)cc3)n2)c(=O)[nH]c1=O,nt,6%,-0.1,-4%[57.1 µM],4%[57.1 µM],-20%,0,nt,7%
CCOC(=O)N1CCN(C(=O)COc2ccccc2OC)CC1,0.7,2%,0.1,-5%[57.1 µM],0%,3%,-6,0,-14%
Cc1cccc(C(=O)Nc2ccccc2NC(=O)c2cccc(C)c2)c1,-1.4,?,0.3,-8%,3%,-10%,3,11,1%
O=S(=O)(NCc1cccnc1)c1cccs1,-0.4,3%,0.3,11%,-1%,13%,2,2,5%

# Screening data from PubChem BioAssay.

# Only part of the results is shown, so the mix of outcomes need not match the whole.
